# Screens as filed in PubChem.
# PPARg SRC-2 ag – agonists of SRC-2 recruitment by human PPARgamma | activation, % at 8 µM | P37231 | PPARgamma LBD-SRC-2 recruitment, biochemical | hit rate 0.34% among 200,000; in the data active = activation above about 22%;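 also: 0% = vehicle and 100% = reference agonist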
# ROMK primary – human ROMK K+ channel modulation, primary screen; P48048; Tet-inducible ROMK, thallium flux fluorescence; actives lie on both sides; B-score at 10 µM; hit rate 2% among 130,000;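 active = signal ratio slope over the read window, or its plate-corrected B-score, at least 3 SD from the plate mean, either direction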;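 also: B-score of the F/F0 ratio slope over 7 to 12 s after thallium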
# PPARg SRC1 recr – agonists of human PPARgamma SRC-1 coactivator recruitment; activation, % at 8 µM; PPARgamma-SRC-1 coactivator recruitment biochemical assay; hit rate 0.41% among 200,000; in the data active = activation above about 19%;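 also: 0% = DMSO and 100% = reference agonist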
# STAT3 activator – activators of IL-6 induced STAT3 signaling. AID 871. U3A cells, IL-6 STAT3-luciferase reporter, luminescence; 100% = signal with IL-6 EC80 alone. activation (% of control), % at 5.6 µM. hit rate 0.91% among 190,000;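 active = activation above the screen-wide mean of compound activation plus 3 SD, cut at about 130% in these data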;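 also: 0% = background luminescence of wells with medium and substrate only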
#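 Test system: STAT3-luciferase reporter U3A cells; Detection: reporter luminescence signal; Times: 1 h compound pre-exposure, 6 h IL-6 stimulation, 37 °C; Benchmarks: IL-6-only high control; Also added: IL-6 stimulus at 33 ng/mL final.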
# S1P3 antagonist – blocks the human S1P3 receptor | CHO S1P3 NFAT-BLA reporter, FRET fluorescence, antagonist mode | inhibition, % at 4.98 µM | hit rate 0.27% among 170,000 | AID 485;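 active = inhibition above the plate cutoff, the mean inhibition of test wells on that plate plus 3 SD, cut at about 28% in these data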;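 also: cells challenged with S1P at its EC80 of 0.8 µM; blue over green emission ratio from cleaved BLA substrate after 4 h stimulation; 0% = S1P-stimulated wells and 100% = unstimulated DMSO-only wells; some compounds past the cut are filed as inactive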
# TR-FRET SRC-2 ct – TR-FRET artefact, counter-screen to PPARgamma/SRC-2 agonist assay; hit rate 0.4% among 200,000; AID 1049; hits give high values; TR-FRET ratio at 8 µM; in the data active = TR-FRET ratio above about 2000; also: inactives centre near 1500
# STAT3 blocker – inhibitors of IL-6 induced STAT3 signaling. U3A cells, IL-6 STAT3-luciferase reporter, luminescence; host cell line lacks STAT1. inhibition, % at 5.5 µM. hit rate 0.89% among 190,000;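 active = inhibition above the mean inhibition across all screened compounds plus 3 SD, cut at about 44% in these data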;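 also: 0% = DMSO only wells and 100% = 100 µM nifuroxazide control wells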
# STAT1 blocker – reduces IFN-gamma driven STAT1 reporter signal. NIH 3T3 STAT1-luciferase reporter, luminescence. inhibition, % at 5.5 µM. hit rate 0.35% among 200,000;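 active = inhibition above a set limit, the mean inhibition across all tested compounds plus 3 SD, cut at about 34% in these data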;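 also: 0% = IFN-gamma with DMSO and 100% = IFN-gamma with 300 µM nifuroxazide; values of inactives mirror those of a sister screen read the other way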
# PPARg SRC-3 ag – agonists of human PPARgamma SRC-3 coactivator recruitment | hit rate 0.26% among 200,000 | activation, % at 8 µM | biochemical PPARgamma/SRC-3 coactivator recruitment assay; in the data active = activation above about 23%;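 also: 0% = DMSO and 100% = reference agonist; some compounds past the cut are filed as inactive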
# RAM network inh – blocks the yeast RAM network; hit rate 1.8% among 190,000; S. cerevisiae dse1pr::URA3 reporter, 5-FOA growth OD615, 2 d; analog-sensitive cbk1-as2 kinase mutant strain; inhibition, % at 50 µM;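 active = inhibition above a set limit, 3 SD over mean compound inhibition, cut at about 8.4% in these data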;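 also: 0% = DMSO-only wells with no growth and 100% = 10 µM 1-NA-PP1 full growth; inhibition rescues growth on 5-FOA so higher OD means more RAM inhibition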
# TLR4-MyD88 BLA – TLR4-MyD88 interaction inhibition in cells. O00206+Q99836. HeLa CL3-4 TLR4/MyD88 BLA complementation, FRET ratio. inhibition, % at 8.4 µM. hit rate 0.18% among 200,000. AID 861; in the data active = inhibition above about 25%;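 also: 0% = vehicle and 100% = reference inhibitor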
# Target sequence (O00206 whole entry, looked up): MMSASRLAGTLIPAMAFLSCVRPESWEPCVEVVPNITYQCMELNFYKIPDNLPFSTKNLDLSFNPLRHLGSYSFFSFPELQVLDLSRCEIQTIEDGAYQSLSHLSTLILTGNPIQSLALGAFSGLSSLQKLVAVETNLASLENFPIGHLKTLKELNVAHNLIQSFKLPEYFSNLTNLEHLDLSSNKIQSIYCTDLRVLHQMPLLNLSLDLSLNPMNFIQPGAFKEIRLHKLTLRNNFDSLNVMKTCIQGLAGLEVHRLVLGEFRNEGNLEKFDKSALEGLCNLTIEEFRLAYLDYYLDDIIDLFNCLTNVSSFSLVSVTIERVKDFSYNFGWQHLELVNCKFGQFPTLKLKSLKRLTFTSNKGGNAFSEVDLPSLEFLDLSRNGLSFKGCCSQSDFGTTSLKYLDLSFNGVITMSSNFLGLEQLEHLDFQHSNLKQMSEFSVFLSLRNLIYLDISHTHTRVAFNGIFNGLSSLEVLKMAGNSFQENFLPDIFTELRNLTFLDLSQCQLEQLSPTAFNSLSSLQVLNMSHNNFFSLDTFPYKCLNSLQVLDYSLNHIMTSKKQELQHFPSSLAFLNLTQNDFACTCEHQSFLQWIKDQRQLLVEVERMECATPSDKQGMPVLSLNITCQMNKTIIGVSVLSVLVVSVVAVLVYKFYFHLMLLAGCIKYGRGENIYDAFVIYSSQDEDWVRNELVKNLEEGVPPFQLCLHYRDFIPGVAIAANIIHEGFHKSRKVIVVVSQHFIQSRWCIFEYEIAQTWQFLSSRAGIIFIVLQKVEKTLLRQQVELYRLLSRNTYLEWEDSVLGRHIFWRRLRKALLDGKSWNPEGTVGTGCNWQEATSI
# Target sequence (Q99836 whole entry, looked up): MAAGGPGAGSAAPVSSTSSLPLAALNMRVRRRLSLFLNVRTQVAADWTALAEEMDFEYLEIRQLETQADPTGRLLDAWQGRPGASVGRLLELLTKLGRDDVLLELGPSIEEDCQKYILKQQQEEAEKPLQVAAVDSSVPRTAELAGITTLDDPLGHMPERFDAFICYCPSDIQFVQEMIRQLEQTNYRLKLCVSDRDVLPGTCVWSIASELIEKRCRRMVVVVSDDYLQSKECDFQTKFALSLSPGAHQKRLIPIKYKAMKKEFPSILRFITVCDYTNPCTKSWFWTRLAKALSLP
# The depositor's hits bear a star; · = no result given.
1: COc1ccccc1NC(=O)CC1C(=O)NCCN1C(=O)Nc1ccccc1 (configuration not stated)
2: Cc1ccc(/C=C/C(=O)Nc2ccc(N(C)C)cc2)o1
3: Fc1ccc(NC(=S)N2N=CCC2c2ccccc2)cc1 (configuration not stated)
4: CCn1c(-c2cc(C3CC3)nc3ccccc23)n[nH]c1=S
5: CCCOc1ccc(OCCn2nc(C(=O)O)c3ccccc3c2=O)cc1
6: CC(C)CN(CC(C)C)C(=S)Nc1ccc(Cl)cc1
7: COC(=O)CCCC(=O)N1CCOCCN(C(=O)CCCC(=O)OC)CCOCC1
8: S=c1[nH]c(-c2ccc(Cl)cc2)cs1

assay / compound,1,2,3,4,5,6,7,8
PPARg SRC-2 ag,8,25*,0,-6,6,4,-4,30*
ROMK primary,·,0.55,-1,·,-0.39,-0.057,-0.068,17*
PPARg SRC1 recr,3,25*,-6,-1,2,-2,0,27*
STAT3 activator,106,104,108,111,100,112,106,92
S1P3 antagonist,·,14,·,24,-12,8,-11,-22
TR-FRET SRC-2 ct,1528,1841,1406,1371,1542,1522,1591,1997*
STAT3 blocker,-6,-8,-4,-11,1,-3,-1,14
STAT1 blocker,4,-12,-22,-2,-28,14,12,-8
PPARg SRC-3 ag,7,15,-11,-3,-2,3,2,17
RAM network inh,0.1,2.0,2.1,0.0,9.6*,1.1,0.5,0.9
TLR4-MyD88 BLA,-6,-5,0,-12,-8,-22,6,1

# Compounds from the list above containing nitrogen in an aromatic ring, in the order listed:
4: CCn1c(-c2cc(C3CC3)nc3ccccc23)n[nH]c1=S
5: CCCOc1ccc(OCCn2nc(C(=O)O)c3ccccc3c2=O)cc1
8: S=c1[nH]c(-c2ccc(Cl)cc2)cs1

assay / compound,4,5,8
PPARg SRC-2 ag,-6,6,30*
ROMK primary,·,-0.39,17*
PPARg SRC1 recr,-1,2,27*
STAT3 activator,111,100,92
S1P3 antagonist,24,-12,-22
TR-FRET SRC-2 ct,1371,1542,1997*
STAT3 blocker,-11,1,14
STAT1 blocker,-2,-28,-8
PPARg SRC-3 ag,-3,-2,17
RAM network inh,0.0,9.6*,0.9
TLR4-MyD88 BLA,-12,-8,1

# Additional records.
9: CCOc1cc2c(cc1OCC)C(c1ccccc1OC)OC(=O)C2 (configuration not stated)
10: CCOC(=O)C1=C(C)OC(N)=C(C#N)C1c1cccc(C)c1 (configuration not stated)
11: CC1=C(C#N)C(=O)NC(C)(C)C1
12: COc1ccc(C(=O)C2CCCN(Cc3ccc(Sc4nncn4C)o3)C2)cc1F (configuration not stated)
13: CC1(C)CC(=O)C2=C(C1)Oc1ncn(Cc3ccco3)c(=N)c1C2c1ccccc1 (configuration not stated)
14: S=C(NCc1ccco1)Nc1ccccn1
15: Cc1ccnc(NC(=O)COc2ccc3oc4c(c3c2)CCCC4)c1
16: COC(=O)c1nn(-c2ccccc2)c2nnc(Cc3ccc(C)cc3)c(=O)n12

assay / compound,9,10,11,12,13,14,15,16
PPARg SRC-2 ag,2,0,-3,2,1,5,-2,-3
ROMK primary,0.15,0.064,0.011,0.17,-3.3,-0.0061,·,0.34
PPARg SRC1 recr,2,0,-1,-8,1,12,5,0
STAT3 activator,112,98,109,103,96,97,91,83
S1P3 antagonist,1,3,-56,0,-4,-14,-21,5
TR-FRET SRC-2 ct,1654,1438,1366,1520,1569,1638,1563,1692
STAT3 blocker,-17,7,-6,3,13,8,14,23
STAT1 blocker,3,9,4,7,6,-3,-1,-2
PPARg SRC-3 ag,3,3,-2,0,-1,2,10,9
RAM network inh,-0.3,-0.5,0.0,-1.2,2.0,1.0,7.4,4.3
TLR4-MyD88 BLA,4,-8,7,1,0,3,-11,4

17: CC(C)C(=O)NS(=O)(=O)c1ccc(N)cc1
18: Oc1oc(C=Nc2ccc(F)cc2F)c2ccccc12
19: CCCn1c(SCC(=O)c2c[nH]c3ccccc23)nnc1-c1ccncc1
20: Cc1nc(S(=O)(=O)c2ccc(Cl)cc2)c(NCc2ccccc2)o1
21: COc1ccc(NS(=O)(=O)c2ccc(OCC(=O)N3CCOCC3)cc2)cc1
22: Fc1cccc(Cn2cc(C(=S)N3CCCCC3)c3ccccc32)c1
23: Cn1c(NCc2ccccc2)nc2c1c(=O)n(Cc1ccccc1)c(=O)n2C
24: O=C(O)c1ccc(N2C(=O)c3[nH]nc(-c4ccccc4)c3C2c2ccccc2)cc1 (configuration not stated)

assay / compound,17,18,19,20,21,22,23,24
PPARg SRC-2 ag,-2,8,8,5,6,1,14,0
ROMK primary,·,0.2,·,·,·,·,-1.3,-0.19
PPARg SRC1 recr,3,4,11,2,2,4,-3,4
STAT3 activator,106,104,131,91,88,98,98,98
S1P3 antagonist,·,-13,5,-27,·,·,·,5
TR-FRET SRC-2 ct,1499,1672,1710,1741,1552,1420,1371,1541
STAT3 blocker,-5,4,-34,16,18,13,6,7
STAT1 blocker,-2,5,22,15,9,-4,5,-4
PPARg SRC-3 ag,-2,-1,1,11,3,-7,15,-2
RAM network inh,1.1,2.5,2.1,4.1,-0.2,4.4,0.8,6.0
TLR4-MyD88 BLA,0,4,7,-1,3,0,1,-3

25: O=C(/C=C/c1cn(-c2ccccc2)nc1-c1cccnc1)NCCN1CCOCC1
26: CCSc1nc2ccccc2n1Cc1ccccc1F
27: COCC(C)n1c(SCc2nc3ccccc3c(=O)[nH]2)nc2ccccc2c1=O (configuration not stated)
28: COc1cccc(-c2nnc(SCC(=O)Nc3cc(C)on3)n2C)c1
29: CC1(C)Cc2nc3[nH]c(=S)n(-c4ccccc4)c(=O)c3cc2CO1
30: CCN(CC)S(=O)(=O)c1ccc(N2CCCC2)c(NS(=O)(=O)c2ccccc2)c1
31: COc1ccc(NC(=O)COC(=O)CNS(=O)(=O)c2ccccc2)cc1OC
32: COc1ccc(Cc2nnc(-c3ccc(F)cc3)o2)cc1OC

assay / compound,25,26,27,28,29,30,31,32
PPARg SRC-2 ag,2,1,4,6,12,-12,-4,3
ROMK primary,0.74,-1.6,-2,·,·,·,0.12,·
PPARg SRC1 recr,-8,-5,3,-2,2,-8,1,5
STAT3 activator,101,107,112,101,97,104,105,93
S1P3 antagonist,-7,·,-23,·,·,-2,-5,·
TR-FRET SRC-2 ct,1719,1423,1724,1501,1670,1380,1353,1520
STAT3 blocker,4,-5,-9,7,13,-5,-4,14
STAT1 blocker,3,-5,18,-8,9,0,2,4
PPARg SRC-3 ag,3,1,1,17,-2,1,-1,6
RAM network inh,0.3,-0.1,0.5,1.6,·,3.8,0.9,-0.8
TLR4-MyD88 BLA,-7,12,-15,-6,-2,-4,-4,-4

# 3 compounds already listed, ordered by their value in PPARg SRC-2 ag, smallest number first.
item | SMILES | PPARg SRC-2 ag
26 | CCSc1nc2ccccc2n1Cc1ccccc1F | 1
25 | O=C(/C=C/c1cn(-c2ccccc2)nc1-c1cccnc1)NCCN1CCOCC1 | 2
27 | COCC(C)n1c(SCc2nc3ccccc3c(=O)[nH]2)nc2ccccc2c1=O (configuration not stated) | 4

# Next section.
33: O=C1C2C3C=CC(C4CC34)C2C(=O)N1/N=C/c1ccc(-c2ccccc2[N+](=O)[O-])o1 (configuration not stated)
34: O=C(Nc1cccc(C(F)(F)F)c1)NC1CCN(S(=O)(=O)c2ccc(F)cc2)CC1
35: Cn1c(=O)c2c(SCC(=O)N3CCCc4ccccc43)nc(CC(C)(C)C)nc2n(C)c1=O
36: O=C(c1ccccc1)[C@H]1CC=CC[C@H]1C(=O)O
37: N/C(=N\OC(=O)Cc1ccccc1)c1ccccn1
38: Fc1ccc(NC(=S)Nc2cccnc2)cc1
39: O=C1c2ccccc2C(=O)N1Cc1nc(-c2cccnc2)no1
40: N#C/C(=C\c1ccc(Cl)s1)C(=O)N1CCN(c2ccccc2)CC1

assay / compound,33,34,35,36,37,38,39,40
PPARg SRC-2 ag,-1,8,8,3,-1,6,2,-10
ROMK primary,-0.53,·,·,·,·,-0.52,0.022,1.3
PPARg SRC1 recr,5,3,2,-5,3,-1,-3,4
STAT3 activator,113,103,106,94,102,95,104,96
S1P3 antagonist,·,·,-5,·,·,-3,-5,3
TR-FRET SRC-2 ct,1499,1579,1774,1559,1642,1400,1615,1508
STAT3 blocker,-9,-3,-3,11,1,8,-1,3
STAT1 blocker,2,1,-5,-1,-17,15,-2,-1
PPARg SRC-3 ag,-5,0,3,5,11,-3,6,3
RAM network inh,0.0,7.5,3.6,1.8,0.3,2.4,·,1.8
TLR4-MyD88 BLA,2,11,-2,7,-5,5,3,-14

41: CCOc1cc(N2CCOCC2)c(OCC)cc1NC(=O)c1ccc(OC(C)C)cc1
42: C/C(N)=C(/C#N)C(=O)COC(=O)C(c1ccccc1)c1ccccc1
43: Cc1nc(CS(=O)c2ccc(Cl)cc2)cc(N2CCOCC2)n1 (configuration not stated)
44: O=C(Nc1nnc(-c2ccccc2)s1)c1cccc(S(=O)(=O)N2CCOCC2)c1
45: O=C(OCC(=O)c1ccccc1Br)c1ccccn1
46: COC(=O)c1ccc(NC(=O)COc2ccccc2OC)cc1
47: COC(=O)c1ccc(CSc2nc3ccccc3s2)o1
48: Cc1occc1C(=O)NNC(=O)c1ccccc1F

assay / compound,41,42,43,44,45,46,47,48
PPARg SRC-2 ag,3,3,2,-8,7,5,3,0
ROMK primary,0.79,-0.6,·,-0.21,·,·,-0.045,-0.15
PPARg SRC1 recr,7,3,-2,1,-2,2,4,5
STAT3 activator,110,94,102,98,97,86,111,91
S1P3 antagonist,-4,-6,·,·,-3,-10,-12,4
TR-FRET SRC-2 ct,1421,1758,1529,1431,1356,1516,1616,1597
STAT3 blocker,-10,17,-2,4,6,25,-11,18
STAT1 blocker,-1,12,5,-1,-3,-7,-23,-13
PPARg SRC-3 ag,-1,4,-4,-11,1,-1,2,3
RAM network inh,8.8*,3.5,1.9,3.0,0.0,3.0,0.8,0.5
TLR4-MyD88 BLA,-7,-13,-7,14,-4,-24,-4,-32

49: O=C(Nc1nn[nH]n1)c1ccc(S(=O)(=O)N2CCCCC2)cc1
50: Cc1cccn2c(=O)c3cc(C(=O)NCc4ccco4)c(=N)n(C(C)C)c3nc12
51: CCC(C)NC(=O)NC1C(NC(=O)NC(C)CC)N(C)C(=O)N1C (configuration not stated)
52: COc1cc(C2C(C#N)=C(N)OC3=C2C(=O)CCC3)ccc1OC(=O)N1CCOCC1 (configuration not stated)
53: O=C(CN1CCC(c2nc3ccccc3s2)CC1)NCc1cccs1
54: Cc1[nH]c2ccccc2c1C(=O)CSc1ccccc1

assay / compound,49,50,51,52,53,54
PPARg SRC-2 ag,4,8,-10,-1,-8,-7
ROMK primary,1,-0.72,2.3,·,·,·
PPARg SRC1 recr,8,-5,-4,2,2,-1
STAT3 activator,104,95,91,98,66,98
S1P3 antagonist,-19,·,-50,-9,-28,0
TR-FRET SRC-2 ct,1556,1527,1508,1518,1534,1471
STAT3 blocker,-4,9,14,3,46*,5
STAT1 blocker,-5,2,0,-1,12,-12
PPARg SRC-3 ag,-2,4,-9,-8,4,-6
RAM network inh,3.0,-0.1,3.3,1.6,1.5,7.8
TLR4-MyD88 BLA,1,-3,18,0,-13,7
